Assay outcomes as filed in PubChem BioAssay.
MEX-5 binding = MEX-5 zinc finger RNA-binding disruptors – biochemical, C. elegans, fluorescence polarization, MLPCN library, primary screen | MEX-5/FITC-TCR2 RNA binding; stronger effect = lower value | activity score (negative = inhibition of binding), % at 10 µM | hit rate 0.38% among 300,000;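 active = inhibition past about -25% in most replicates, and total fluorescence under double the plate's negative control median, limit read from the data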;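 also: 0% = DMSO and -100% = 5 µM competing unlabeled TCR2 RNA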
Target sequence (Q9XUB2 whole entry, looked up): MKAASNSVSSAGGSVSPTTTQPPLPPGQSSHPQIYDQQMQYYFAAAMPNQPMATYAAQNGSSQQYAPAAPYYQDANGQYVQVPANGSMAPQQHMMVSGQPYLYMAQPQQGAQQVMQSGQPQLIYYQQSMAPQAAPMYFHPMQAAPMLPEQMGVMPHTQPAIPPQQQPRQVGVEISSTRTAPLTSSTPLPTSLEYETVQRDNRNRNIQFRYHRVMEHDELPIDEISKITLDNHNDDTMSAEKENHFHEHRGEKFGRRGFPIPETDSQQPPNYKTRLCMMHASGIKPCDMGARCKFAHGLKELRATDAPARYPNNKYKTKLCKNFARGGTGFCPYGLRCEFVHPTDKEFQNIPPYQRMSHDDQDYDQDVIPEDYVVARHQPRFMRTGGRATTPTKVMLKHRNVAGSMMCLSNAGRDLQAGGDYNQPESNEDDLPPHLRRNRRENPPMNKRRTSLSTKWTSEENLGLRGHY
MCL1 BIM primary = inhibitors of MCL1 binding to BIM-BH3, primary screen, biochemical, fluorescence polarization; GST-MCL1 / FITC-Bim-BH3 fluorescence polarization; inhibition, % at 10.9 µM; hit rate 0.68% among 320,000; AID 2057, 2009;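 active = inhibition above the mean inhibition of all tested compounds plus 3 SD, set per campaign, cut at about 40% in these data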;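 also: 0% = DMSO wells and 100% = unlabeled Bim-BH3 peptide control; higher means more loss of mP so more displacement of Bim peptide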
PME-1 primary = PME-1 inhibitors via competitive probe labeling, primary screen, biochemical, fluorescence polarization, FP-Rh probe, HTS. inhibition, % at 5.9 µM. Protein phosphatase methylesterase 1 (Homo sapiens), Q9Y570. hit rate 0.53% among 320,000. recombinant PME-1;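 active = inhibition above the campaign mean of all compounds plus 3 SD, cut at about 26% in these data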;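 also: competitive labeling of PME-1 active site by serine hydrolase directed probe; 0% = PME-1 with DMSO and 100% = wells lacking PME-1 enzyme; inhibitors block probe labeling so polarization falls and inhibition rises; many of its hits are not listed in these tables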
Target sequence (Q9Y570 whole entry, looked up): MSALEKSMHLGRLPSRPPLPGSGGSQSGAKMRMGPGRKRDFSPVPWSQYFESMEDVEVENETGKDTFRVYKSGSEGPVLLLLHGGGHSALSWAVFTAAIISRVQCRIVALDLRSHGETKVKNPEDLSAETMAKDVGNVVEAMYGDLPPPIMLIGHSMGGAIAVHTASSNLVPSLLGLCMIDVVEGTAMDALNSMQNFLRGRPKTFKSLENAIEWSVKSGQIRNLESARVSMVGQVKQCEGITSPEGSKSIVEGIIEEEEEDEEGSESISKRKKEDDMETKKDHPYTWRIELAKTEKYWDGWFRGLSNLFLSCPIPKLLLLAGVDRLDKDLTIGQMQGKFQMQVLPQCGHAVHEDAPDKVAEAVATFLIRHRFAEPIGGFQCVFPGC
Bcl-xL primary = inhibitors of human Bcl-xL, primary screen, biochemical, fluorescence polarization, HTS | GST-Bcl-xL / FITC-Bim BH3 peptide fluorescence polarization | inhibition, % at 10.9 µM | hit rate 0.7% among 320,000 | AID 2129, 2009;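 active = inhibition above the mean of all tested compounds plus 3 SD, cutoff set per campaign, cut at about 30% in these data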;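 also: 0% = DMSO wells and 100% = unlabeled Bim-BH3 peptide competitor; inhibitors lower millipolarization by displacing the labeled peptide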
Target sequence (Q07817 whole entry, looked up): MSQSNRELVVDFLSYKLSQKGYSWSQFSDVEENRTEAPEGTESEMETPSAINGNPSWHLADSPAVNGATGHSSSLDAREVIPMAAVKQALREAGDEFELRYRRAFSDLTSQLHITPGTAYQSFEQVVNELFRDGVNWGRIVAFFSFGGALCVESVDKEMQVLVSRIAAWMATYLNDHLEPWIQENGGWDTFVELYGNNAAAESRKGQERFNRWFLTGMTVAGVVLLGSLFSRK
GLD-1 TGE inh = GLD-1/TGE RNA complex disruptors, primary screen, biochemical, fluorescence polarization; Female germline-specific tumor suppressor gld-1 (Caenorhabditis elegans), Q17339; purified GLD-1 + fluorescein TGE RNA; inhibition, % at 5.96 µM; hit rate 0.44% among 320,000; AID 2280, 2010;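 active = percent inhibition above a per-plate cutoff, the plate mean of test compounds plus 3 SD, cut at about 30% in these data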;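 also: 0% = DMSO wells with GLD-1 and probe and 100% = wells lacking GLD-1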
Fam108B inh = mouse Fam108B serine hydrolase inhibitors, primary screen, counter-screen for RBBP9 inhibitor project, biochemical, fluorescence polarization; recombinant Fam108B, FP-Rh probe fluorescence polarization; hit rate 0.33% among 300,000; inhibition, % at 9.51 µM; AID 1947, 2009;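 active = inhibition above the screen mean inhibition plus 3 SD, computed separately per campaign, cut at about 18% in these data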;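 also: inhibitors lower polarization as less probe binds the enzyme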
VLA-4 inh = inhibition in human VLA-4 binding assay, primary screen, VLA-4 allosteric modulator project, MLPCN library, flow cytometry, VLA-4 expressing cells. Integrin alpha-4 (Homo sapiens), P13612. ligand binding flow cytometry. inhibition, % (about 7 µM as worked out from the volumes in the protocol). hit rate 0.2% among 330,000; in the data active = inhibition above about 50%
Efflux pump inh = inhibitors of Candida efflux pumps in yeast, primary screen, S. cerevisiae, Nile Red, multiplex; S. cerevisiae Candida pump triplex; inhibition, % at 10 µM; hit rate 0.44% among 330,000; AID 485275, 2010;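 active = plate passing quality check with inhibition over a set limit, or well fluorescence over plate mean plus 4 SD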;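 also: Nile Red retained in pooled yeast measured as flow cytometry median fluorescence; 0% = buffer negative control and 100% = Enniatin B positive control; higher means more Nile Red kept so more efflux inhibition; some compounds called inactive have numbers as strong as hits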
GRK2 aptamer HTS = compounds blocking aptamer binding on GRK2 – biochemical, human GRK2, bead flow cytometry, HTS, primary screen; Beta-adrenergic receptor kinase 1 (Homo sapiens), P25098; FAM-aptamer displacement from GRK2; inhibition of aptamer binding, % at 10 µM; hit rate 0.59% among 330,000; AID 488847, 2010;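 active = inhibition of aptamer binding above 40%, roughly 3 SD of noise, on plates passing a quality check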;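 also: median bead fluorescence of bound FAM aptamer so fluorescent compounds give negative values; no value below 0 was filed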
Numbers without * were called inactive.

For CCOC(=O)c1sc(N2C(=O)C(O)=C(C(=O)c3ccco3)C2c2ccc(C)o2)nc1C (stereo not given) the results were MEX-5 binding -2.8, MCL1 BIM primary 1, PME-1 primary -7, Bcl-xL primary 0, GLD-1 TGE inh -10, Fam108B inh 3, VLA-4 inh -3, Efflux pump inh -0.1 and GRK2 aptamer HTS 5.
CCn1c(SCC(=O)Nc2cccc(NC(=O)c3cccs3)c2)nnc1-c1ccncc1 was read as MEX-5 binding 3.0, MCL1 BIM primary -17, PME-1 primary -8, Bcl-xL primary -13, GLD-1 TGE inh -6, Fam108B inh -8, VLA-4 inh 11, Efflux pump inh 0.0 and GRK2 aptamer HTS 5.
For O=C(NCC1CCCO1)c1ccc(NC(=O)c2cc(F)c(F)cc2Cl)cc1 (stereo not given) the results were MEX-5 binding 2.4, MCL1 BIM primary -4, PME-1 primary 1, Bcl-xL primary 2, GLD-1 TGE inh -1, Fam108B inh 3, VLA-4 inh 11, Efflux pump inh 0.0 and GRK2 aptamer HTS 1.
For CCCCNC(=O)c1c[nH]c2ccc(S(=O)(=O)N3CCOCC3)cc2c1=O the results were MEX-5 binding -0.7, MCL1 BIM primary -1, PME-1 primary 4, Bcl-xL primary 6, GLD-1 TGE inh 4, Fam108B inh 2, VLA-4 inh 4, Efflux pump inh -0.3 and GRK2 aptamer HTS 3.
For O=C(Nc1nc2c(Cl)ccc(Cl)c2s1)c1ccco1 the results were MEX-5 binding 1.1, MCL1 BIM primary 3, PME-1 primary 2, Bcl-xL primary 6, GLD-1 TGE inh 2, Fam108B inh -14, VLA-4 inh -12, Efflux pump inh -0.1 and GRK2 aptamer HTS 0.
CC(=O)c1ccc(NC(=O)CN(c2c(C)cccc2C)S(C)(=O)=O)cc1 was read as MEX-5 binding 3.6, VLA-4 inh 0, Efflux pump inh 0.1 and GRK2 aptamer HTS 0.
CC1CCN(C2=NC(=O)/C(=C/c3cn[nH]c3-c3ccccc3)S2)CC1 was read as MEX-5 binding -2.2, MCL1 BIM primary -2, PME-1 primary 2, Bcl-xL primary 5, GLD-1 TGE inh 3, Fam108B inh 1, VLA-4 inh -20, Efflux pump inh 2.6 and GRK2 aptamer HTS 2.
`CCOCCOc1cccc(C(=O)NC(c2ccccc2)C(C)C)c1` (stereo not given) gave MEX-5 binding 3.0, MCL1 BIM primary -4, PME-1 primary -11, Bcl-xL primary 2, GLD-1 TGE inh 0, Fam108B inh 1, VLA-4 inh 3, Efflux pump inh 0.0 and GRK2 aptamer HTS 0.
For CCN(C(=O)Cn1c([N+](=O)[O-])cnc1C)c1ccccc1 the results were MEX-5 binding 1.9, MCL1 BIM primary 3, PME-1 primary -6, Bcl-xL primary 7, GLD-1 TGE inh 9, Fam108B inh 0, VLA-4 inh 3, Efflux pump inh 0.0 and GRK2 aptamer HTS 2.
For COc1ccc2c(c1)SCC(=O)N2C the results were MEX-5 binding 2.5, MCL1 BIM primary 3, PME-1 primary 6, Bcl-xL primary 7, GLD-1 TGE inh 4, Fam108B inh 5, VLA-4 inh -12, Efflux pump inh -0.1 and GRK2 aptamer HTS 2.
`COc1ccccc1CC(=O)Nc1cc(OC)c(NC(=O)c2ccccc2)cc1OC` gave MEX-5 binding -2.0, MCL1 BIM primary 5, PME-1 primary 3, Bcl-xL primary 1, GLD-1 TGE inh -4, Fam108B inh 3, VLA-4 inh 12, Efflux pump inh 0.1 and GRK2 aptamer HTS 6.
Screening CC1CCCCC1NC(=O)c1ccc(CNc2c(N3CCCC3)c(=O)c2=O)cc1 (stereo not given) returned MEX-5 binding 0.5, MCL1 BIM primary 8, PME-1 primary 0, Bcl-xL primary 3, GLD-1 TGE inh 1, Fam108B inh 2, VLA-4 inh 5, Efflux pump inh -0.1 and GRK2 aptamer HTS 3.
`CC1(OC(=O)C2CCCC2)C(=O)C=C2C=C3CCCN3C=C2C1=O` (stereo not given) gave MEX-5 binding -17, MCL1 BIM primary 29, PME-1 primary 7, Bcl-xL primary 18, GLD-1 TGE inh 14, Fam108B inh 4, VLA-4 inh 0, Efflux pump inh -0.1 and GRK2 aptamer HTS 19.
Screening CC(=O)Nc1cccc(OCc2c(F)cccc2Cl)c1 returned MEX-5 binding 1.2, MCL1 BIM primary 2, PME-1 primary -5, Bcl-xL primary 4, GLD-1 TGE inh 3, Fam108B inh 3, VLA-4 inh inactive, Efflux pump inh -0.1 and GRK2 aptamer HTS 1.
For O=C(CSc1nc2cc(Cl)ccc2s1)NC(=O)NCc1ccco1 the results were MEX-5 binding 1.3, MCL1 BIM primary 1, PME-1 primary -6, Bcl-xL primary -4, GLD-1 TGE inh -7, Fam108B inh -3, VLA-4 inh 1, Efflux pump inh 0.1 and GRK2 aptamer HTS 1.
Screening COC(=O)[C@]1(Cc2ccccc2)N[C@H](c2ccc(-c3ccccc3)cc2)[C@@H]2C(=O)N(C)C(=O)[C@@H]21 returned MEX-5 binding -1.8, MCL1 BIM primary 8, PME-1 primary -1, Bcl-xL primary 3, GLD-1 TGE inh 1, Fam108B inh -2, VLA-4 inh 21, Efflux pump inh 0.1 and GRK2 aptamer HTS 1.
`CSCCOC(=O)C1=C(C)NC(=O)NC1c1ccc2c(c1)OCO2` (stereo not given) gave MEX-5 binding -1.2, VLA-4 inh -2, Efflux pump inh 0.0 and GRK2 aptamer HTS 2.
`CN(C)c1ccc(/C=N/NC(=O)C2CC2c2ccccc2)cc1` (stereo not given) gave MEX-5 binding 0.5, MCL1 BIM primary 0, PME-1 primary 4, Bcl-xL primary -5, GLD-1 TGE inh 4, Fam108B inh 3, VLA-4 inh 8, Efflux pump inh 0.1 and GRK2 aptamer HTS 2.
CCOc1ccccc1N1CCN(S(=O)(=O)c2cccs2)CC1 was read as MEX-5 binding -3.7, MCL1 BIM primary 6, PME-1 primary 3, Bcl-xL primary -3, GLD-1 TGE inh 5, Fam108B inh -2, VLA-4 inh 13, Efflux pump inh 0.0 and GRK2 aptamer HTS 5.
Screening CCOC(=O)CN(C(=O)CN1CCOCC1)c1ccc(Br)cc1 returned MEX-5 binding -0.8, MCL1 BIM primary 6, PME-1 primary -6, Bcl-xL primary 6, GLD-1 TGE inh 1, Fam108B inh -1, VLA-4 inh 7, Efflux pump inh 0.0 and GRK2 aptamer HTS 0.
For C=CCNC(=O)Cn1c(=O)c2c(ncn2CCC(C)C)n(Cc2ccccc2)c1=O the results were MEX-5 binding 1.4, MCL1 BIM primary -1, PME-1 primary 8, Bcl-xL primary 2, GLD-1 TGE inh -1, Fam108B inh -1, VLA-4 inh 50*, Efflux pump inh 0.0 and GRK2 aptamer HTS 0.
Screening CC(C)c1c(C#N)c(N)nc(SCC(=O)c2cc3ccccc3oc2=O)c1C#N returned MEX-5 binding 1.7, MCL1 BIM primary -2, PME-1 primary -3, Bcl-xL primary 2, GLD-1 TGE inh -6, Fam108B inh 4, VLA-4 inh -10, Efflux pump inh -0.2 and GRK2 aptamer HTS 3.
`COc1ccccc1NC(=O)c1ccc(NC(=O)CSc2nnnn2C)cc1` gave MEX-5 binding 0.5, MCL1 BIM primary 1, PME-1 primary -6, Bcl-xL primary -2, GLD-1 TGE inh 0, Fam108B inh -1, VLA-4 inh 5, Efflux pump inh 0.1 and GRK2 aptamer HTS 1.
COCCn1c(C)cc(C(=O)CSc2cc(C)c3ccccc3n2)c1C was read as MEX-5 binding -0.6, MCL1 BIM primary -2, PME-1 primary 4, Bcl-xL primary -1, GLD-1 TGE inh -4, Fam108B inh 4, VLA-4 inh -8, Efflux pump inh 0.0 and GRK2 aptamer HTS 0.
`C=CCn1c(Br)nc2c1c(=O)n(C)c(=O)n2C` gave MEX-5 binding 2.3, MCL1 BIM primary -1, PME-1 primary 4, Bcl-xL primary 2, GLD-1 TGE inh 0, Fam108B inh -1, VLA-4 inh 8, Efflux pump inh 0.0 and GRK2 aptamer HTS 2.
O=C(N/N=C\c1cc2c(cc1Cl)OCO2)c1cccs1 was read as MEX-5 binding -1.5, MCL1 BIM primary 2, PME-1 primary -5, Bcl-xL primary 0, GLD-1 TGE inh 3, Fam108B inh -1, VLA-4 inh 11, Efflux pump inh -0.1 and GRK2 aptamer HTS 1.
O=C1c2cccc3c(N4CCCCC4)ccc(c23)C(=O)N1c1cccc(O)c1 was read as MEX-5 binding 14, MCL1 BIM primary 0, PME-1 primary 27*, Bcl-xL primary 34*, GLD-1 TGE inh 8, Fam108B inh -22, VLA-4 inh 0, Efflux pump inh 0.3 and GRK2 aptamer HTS 0.
For CCOc1ccc(NC(=O)Cc2c(O)c3ccccc3[nH]c2=O)cc1 the results were MEX-5 binding 1.5, MCL1 BIM primary 0, PME-1 primary -5, Bcl-xL primary 0, GLD-1 TGE inh 3, Fam108B inh -3, VLA-4 inh 13, Efflux pump inh -0.1 and GRK2 aptamer HTS 0.
Screening Cc1ccc(S(=O)(=O)Nc2ccc(-c3ccc4nncn4n3)cc2)cc1 returned MEX-5 binding 1.6, MCL1 BIM primary -2, PME-1 primary -6, Bcl-xL primary 4, GLD-1 TGE inh -2, Fam108B inh -2, VLA-4 inh 0, Efflux pump inh 0.1 and GRK2 aptamer HTS 0.
For CSc1ccc(/C=C/C(=O)OCC(=O)N(C)CCC#N)cc1 the results were MEX-5 binding -2.3, MCL1 BIM primary 1, PME-1 primary -10, Bcl-xL primary 7, GLD-1 TGE inh -7, Fam108B inh -9, VLA-4 inh 0, Efflux pump inh 0.2 and GRK2 aptamer HTS 0.
Screening CN1CCN(NC(=O)NC2CCCCC2)CC1 returned MEX-5 binding -2.0, MCL1 BIM primary -5, PME-1 primary 4, Bcl-xL primary 4, GLD-1 TGE inh 1, Fam108B inh -1, VLA-4 inh -2, Efflux pump inh -0.1 and GRK2 aptamer HTS 0.
Nn1c(SCC(=O)NC2CCCc3ccccc32)nnc1-c1cccs1 (stereo not given) was read as MEX-5 binding -1.7, MCL1 BIM primary 10, PME-1 primary 17, Bcl-xL primary 3, GLD-1 TGE inh 6, Fam108B inh 0, VLA-4 inh -9, Efflux pump inh -0.2 and GRK2 aptamer HTS 0.
`CC1Cc2ccccc2N1C(=O)COC(=O)c1ccc(S(=O)(=O)N(C)C)cc1` (stereo not given) gave MEX-5 binding 1.3, MCL1 BIM primary -2, PME-1 primary 7, Bcl-xL primary 4, GLD-1 TGE inh -1, Fam108B inh -1, VLA-4 inh 25, Efflux pump inh 0.1 and GRK2 aptamer HTS 0.
Screening O=C(NCCOC(=O)c1ccc(F)cc1)c1ccc(F)cc1 returned MEX-5 binding -2.2, MCL1 BIM primary -1, PME-1 primary 0, Bcl-xL primary 4, GLD-1 TGE inh -4, Fam108B inh -5, VLA-4 inh -1, Efflux pump inh 0.1 and GRK2 aptamer HTS 0.
`CCOc1ccc(-n2c(=O)[nH]cc(C(=O)Nc3ccc(OC)c(OC)c3)c2=O)cc1` gave MEX-5 binding -0.8, MCL1 BIM primary 7, PME-1 primary 5, Bcl-xL primary 3, GLD-1 TGE inh -3, Fam108B inh 7, VLA-4 inh -13, Efflux pump inh -0.3 and GRK2 aptamer HTS 0.

Only part of the results is shown, so the mix of outcomes need not match the whole.
